SDO1 yeast rescue: growth rescue of sdo1-depleted yeast, primary screen, S. cerevisiae, bone marrow failure model; z-score at 10 µM; 140,000 tested, 0.21% active; S. cerevisiae sdo1-depleted JHY4D growth rescue, OD600 30 h; stronger effect = higher value; pdr5 snq2 efflux-pump mutant strain;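 active = z-score above 3 at both the 24 hr and the 30 hr optical density reads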;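 note: z-score against mean and SD of all compound wells on the same plate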
Insulin prom inh: inhibitors of insulin promoter-driven GFP, primary screen, imaging, TRM-6 cells (human fetal islet line), eGFP reporter, cell count | reporter expression induced with tamoxifen | inhibition, % at 2 µM | 130,000 tested, 0.9% active | AID 1273, 2008;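 active = inhibition above the mean plus 3 SD, with well images judged a real hit on visual review, cut at about 60% in these data, passing the limit was not always enough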
SDO1 yeast rescue Rescue 24 h: further read-out of SDO1 yeast rescue, marked with its call; z-score; S. cerevisiae sdo1-depleted JHY4D growth rescue, OD600; measured here: growth rescue at 24 h;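 0 is the plate mean of compound wells and units are plate SD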
Numbers without * were called inactive; i = inactive; · = not tested or not shown; [ ] = another dose, or the depositor's remark. Some of the compounds tested; the hit share may differ from the screen's.

molecule	SDO1 yeast rescue	Insulin prom inh	SDO1 yeast rescue Rescue 24 h
Cc1cccc(CC2S/C(=N/c3ccccn3)NC2=O)c1 (stereo not given)	-0.68	35	-0.05
CCOC(=O)CC(NC(=O)c1ccccc1)c1ccc(OC)cc1 (stereo not given)	·	53	·
O=C(Cc1cccs1)Nc1ccc(-c2nnc(-c3ccccc3)o2)cc1	·	23	·
CCOC(=O)CC(=O)CSc1nc(C)cc(-c2cccnc2)c1C#N	-0.24	46	0.54
Nc1ncnc2c1ncn2CCN1CCCCC1	0.28	32	-0.16
CCN=C1SC(CC(=O)NCC)C(=O)N1CC (stereo not given)	1.6	-11	2.3
O=C(CS(=O)CC(=O)Nc1ccc(Cl)cc1)NCC1OCCc2ccccc21 (stereo not given)	1	·	1.4
Cc1ccc(C(=O)N/C(=C\c2ccco2)C(=O)NCCc2c[nH]c3ccccc23)cc1	1.4	32	2.2
COc1ccc(/C=N/Nc2nc(C)c([N+](=O)[O-])c(N(C)c3ccccc3)n2)cc1OC	-0.11	0	0.55
CCCCC(=O)NC(=S)Nc1ccc(Cl)c(C(=O)O)c1	·	-50	·

2 entries drawn at random from those above, as already listed:
molecule	SDO1 yeast rescue	Insulin prom inh	SDO1 yeast rescue Rescue 24 h
COc1ccc(/C=N/Nc2nc(C)c([N+](=O)[O-])c(N(C)c3ccccc3)n2)cc1OC	-0.11	0	0.55
Nc1ncnc2c1ncn2CCN1CCCCC1	0.28	32	-0.16

Going on with the list.
molecule	SDO1 yeast rescue	Insulin prom inh	SDO1 yeast rescue Rescue 24 h
CCOC(=O)c1ccc(NC(=O)CSc2ccc(-c3cccnc3)nn2)cc1	·	-53	·
CCc1c(O)nc2ccccn2c1=O	1.6	35	0.37
C=CCc1ccc(OCC(O)COc2ccc(CC=C)cc2OC)c(OC)c1	-0.91	-23	-0.91
O=C(CN1CCCCC1)Nc1cccc(Oc2ccccc2)c1	0.95	13	-0.26
Cc1ccc(CN2C(=O)C(C)(C)Oc3ccc(C(=O)N4CCCCC4)cc32)cc1	-0.98	9	-0.1
COc1ccc(OCCOc2ccc(C)nc2[N+](=O)[O-])cc1	0.4	8	0.07
O=C(O)c1cc(-c2cccs2)nn1-c1ccc(F)cc1	·	50	·
CCC(C)NC(=O)CN(c1cc(C)ccc1OC)S(C)(=O)=O (stereo not given)	0.18	·	-0.29
O=C(N/C(=C\c1ccccc1)C(=O)N1CCN(CCO)CC1)c1ccccc1	0.06	·	-1.2
CN(C)CCN(C(=O)/C=C/c1cccs1)c1nc2ccc(F)cc2s1	-1.4	·	-0.71

Just SDO1 yeast rescue Rescue 24 h and SDO1 yeast rescue, for some of the entries so far:
| canonical_smiles | SDO1 yeast rescue Rescue 24 h | SDO1 yeast rescue |
| --- | --- | --- |
| CCc1c(O)nc2ccccn2c1=O | 0.37 | 1.6 |
| C=CCc1ccc(OCC(O)COc2ccc(CC=C)cc2OC)c(OC)c1 | -0.91 | -0.91 |
| O=C(CN1CCCCC1)Nc1cccc(Oc2ccccc2)c1 | -0.26 | 0.95 |

(list continues)
molecule	SDO1 yeast rescue	Insulin prom inh	SDO1 yeast rescue Rescue 24 h
N#C/C(=C\c1cn(CCOc2ccccc2)c2ccccc12)C(=O)NCc1cccs1	-1.4	-17	-0.82
COc1ccccc1NC(NC(=O)c1ccco1)C(=O)c1ccccc1 (stereo not given)	-0.06	·	-0.82
CCCCCSc1nnc(C)c(=O)[nH]1	0.92	9	1.1
Cc1noc(C)c1S(=O)(=O)N1CCC(C(=O)N2CCC(C)CC2)CC1	1.1	-43	0.84
CCN(CC)c1ccc2cc(NC(=O)CCC(=O)O)c(=O)oc2c1	0.6	3	0.27
COc1ccc(C2(CNC(=O)C(=O)Nc3ccc(C)cc3)CCOCC2)cc1	·	-24	·
O=C1Nc2ccccc2N(O)N1c1ccc(S(=O)(=O)Nc2ccccn2)cc1	·	0	·
O=C(NN=C1CCC(c2ccccc2)CC1)c1ccccc1-n1cccc1 (stereo not given)	0.41	·	-0.66
CCCOCC1CC(CCc2nc(=S)[nH][nH]2)C(=O)O1 (stereo not given)	0.43	14	0.51
Cc1onc(-c2ccccc2)c1C(=O)NCC1COc2ccccc2O1 (stereo not given)	-0.12	-14	0.15
Cc1cccc(NC(=S)N2CCN(C(=O)C3CCCO3)CC2)c1 (stereo not given)	0.31	-17	-0.07
COc1ccccc1N1CCN(c2ncc(C(=O)N3CCN(c4cccc(Cl)c4)CC3)c3ccccc23)CC1	·	-55	·
Clc1ccc(CSc2nnc(Cn3cnc4ccccc43)o2)cc1	-2.3	0	-1.8
CC(C)CC(=O)N1CCN(Cc2cccc(F)c2)CC1	1.1	-27	1.6
C=CCn1c(O)c(N=Nc2ccccc2C)c2ccccc21	·	-100	·
CCOc1ccccc1C(=O)N(C)Cc1cc2ccccc2[nH]c1=O	0.88	14	0.21
CC(=O)NCCOc1ccc2oc3ccccc3c2c1	0.41	-41	0.38
CC(C)NC(=O)NC(=O)COC(=O)c1cccc(S(=O)(=O)N2CCCCC2)c1	0.87	0	0.56
COC(=O)CN1C(=O)C(O)=C(C(C)=O)C1c1ccc([N+](=O)[O-])cc1 (stereo not given)	1.4	6	2.3
O=C(c1cc2ccccc2oc1=O)N(Cc1cccs1)CC1CCCO1 (stereo not given)	·	-9	·
O=[N+]([O-])c1ccc(CSc2nnc(SCc3ccccc3)s2)cc1	0.88	-14	0.98
CCCCCCNC(=O)C(C#N)c1nc2ccccc2nc1N1CCCC1 (stereo not given)	1	·	1
COc1ccc2nc(-c3ccco3)c(-c3ccco3)nc2c1	-0.45	-23	-0.87
COC(CNc1ncnc2c1cnn2C)OC	·	0	·
c1ccc(C2C3=C(Nc4ncnn42)c2ccccc2CCC3)cc1 (stereo not given)	-1.4	·	-1.7
CCC(=O)Nc1cccc(NC(=O)c2cc3ccccc3o2)c1	0.27	0	0.28
O=C(c1ccc(COc2ccccc2[N+](=O)[O-])o1)N1CCCCC1	0.49	·	0.65
CCOC(=O)C1=NN(c2ccc(OC)cc2)C(c2ccccc2)CC1=O (stereo not given)	-0.62	-328	-0.51
CCCn1c2c(c(O)c(C(=O)NCCCN(CC)CC)c1=O)CCCC2	0.92	35	-0.43
CN(C)S(=O)(=O)c1cc(NC(=O)CN2C(=O)NC3(CCCc4ccccc43)C2=O)ccc1Cl (stereo not given)	1.1	3	1.7
O=C(COc1ccc(Cl)cc1)Nc1ccc(N2CCN(C(=O)c3ccco3)CC2)cc1	-2.2	-29	-0.62
CC(C)OCCCNc1ncnc2c1[nH]c1ccccc12	-0.33	31	-1.2
Cc1ccc(-c2cc(-c3ccc(F)cc3)c(C#N)c(N)n2)o1	-1.4	-36	-0.1
COc1ccccc1NS(=O)(=O)c1cccc(C(=O)N/N=C/c2ccc3c(c2)OCCO3)c1	0.35	17	-0.59
CCn1c2ccccc2c2cc(CN3CCN(S(=O)(=O)Cc4ccccc4)CC3)ccc21	-0.02	-24	0.57
O=C(O)c1cccc(NCc2cccnc2)c1	1.1	16	0.46
Cc1nn(C)cc1C=NCCOCc1ccccc1	0.27	-11	-0.66
O=C(CCc1nnc(CCCCc2ccccc2)o1)N1CCC(N2CCCC2)CC1	·	45	·
O=[N+]([O-])c1ccc(Sc2ccc(Cl)c(Cl)c2)nc1	-0.74	·	-1
O=C1Nc2ccc(S(=O)(=O)N3CCCCCC3)c3cccc1c23	-1.2	·	-0.95
Cc1cc(C)n(-c2nc3ccccc3nc2N2CCN(S(=O)(=O)c3ccc(F)c(C)c3)CC2)n1	-0.61	·	-0.21
C=CCc1c(C)nc(SC)nc1Nc1ccccc1	-0.79	-408	-0.86
Cc1cc(C(=S)N2CCOCC2)c(C)n1-c1ccc(Cl)cc1	-0.2	29	0.13
[O-][n+]1cccc2c(Br)cc(Br)c(O)c21	·	64	·
CCn1c(C(C)NC(=O)Cc2ccccc2)nc2ccccc21 (stereo not given)	1.8	-29	-0.07
COCCNC(=O)C(c1cccc(OC)c1)N(C(=O)Cn1nnc2ccccc21)c1cccnc1 (stereo not given)	0.4	·	0.63
CCCCSc1nnc(CCCCCNC(=O)OC(C)(C)C)o1	-1.1	·	0.77
C=CCn1cc(C(=O)NCc2ccc3c(c2)OCO3)c(=O)c2cc(S(=O)(=O)N(CC)CC)ccc21	0.14	-61	-1.9
O=C(Nc1ccc(OC(=O)c2cccs2)cc1)c1ccco1	0.17	-6	-0.65
CCOC(=O)C1CCN(S(=O)(=O)c2ccc(Br)c(OCC)c2)CC1	-0.73	-32	-0.42

Following part
molecule	SDO1 yeast rescue	Insulin prom inh	SDO1 yeast rescue Rescue 24 h
CCn1c(SCC(=O)Nc2nc3ccc(OC)cc3s2)nc2c1c(=O)n(C)c(=O)n2C	-1.4	-37	-1.3
COc1ccc(CCCc2n[nH]c(=S)o2)cc1C	·	-62	·
COc1ccc(NC(=S)c2ccccc2)cc1	0.31	-7	-0.02
CC1(C)Cn2c(nnc2-c2ccccc2)S1	0.01	10	-0.35
CCCCNC(=O)NNc1nc(Cl)cc(C)c1C#N	·	-25	·
O=C(NC(NC(=S)Nc1ccccc1C(=O)O)C(Cl)(Cl)Cl)c1ccccc1 (stereo not given)	·	11	·
COc1cc(NC(=O)Cn2nc(Cc3cccnc3)c3ccccc3c2=O)cc(OC)c1OC	0.65	·	0.15
Cc1ccc(-c2nn(-c3ccccc3)cc2C=C2C(=O)CC(C)(C)CC2=O)cc1	-1.5[10.7 µM]	·	-0.72
NC12CC3CC(C1)CC(CO)(C3)O2	0.81	·	0.84
O=C(CNS(=O)(=O)c1ccccc1F)Nc1ccc(N2CCOCC2)cc1	2.3	-3	2.3
CCCNS(=O)(=O)c1ccc(CCC(=O)Nc2ccc3c(c2)OCO3)cc1	0.15	-31	-0.08
Cc1ccc(NC(=O)COC(=O)c2ccnn2C)cc1	1.1	·	0.43
Cc1nnc(NC(=O)C2CCCCC2)s1	0.75	-181	0.42
CCCc1nn(C)c(C(=O)Nc2ccc(C)c(C)c2)c1Cl	-1.3	-9	-1.5
O=C(c1noc2c1CCCC2)N1CCCCC1	0.57	·	-0.06
COc1ccc([N+](=O)[O-])cc1NC(=O)Cc1ccc(Cl)cc1	-0.62	45	-0.48
O=C(Nc1ccc(-c2nnc3n2CCCCC3)cc1)c1cc2ccccc2o1	0.19	19	-0.15
CCn1cc([N+](=O)[O-])nc1C	0.47	-44	-0.48
CC1CC(C(F)F)n2nc(C(=O)O)cc2N1 (stereo not given)	0.38	30	-0.15
CCN(Cc1ccccc1)S(=O)(=O)c1ccc(S(=O)(=O)N(Cc2cccc(OC)c2)CC2CCCO2)cc1 (stereo not given)	-0.74	-22	1.5
O=C(O)CC1SC(=O)N(Cc2ccccc2)C1=O (stereo not given)	0.51	·	-0.01
O=C(CSc1nc2ccccc2c(=O)n1Cc1ccco1)c1ccccc1	-2.1	29	-0.89
O=C(Nc1ccc2nc3n(c(=O)c2c1)CCCC3)c1cccc([N+](=O)[O-])c1	0.37	0	0.41
CCN(C(=O)CSc1nnc(Nc2ccccc2C)s1)C1CCS(=O)(=O)C1 (stereo not given)	0.12	26	-0.7
CCCN1C(=O)/C(=C\C=C2/C=CN(CC)c3ccccc32)SC1=S	-0.64	6	0.43
O=C(Nc1cccc(Cl)c1)Nc1ccccc1NS(=O)(=O)c1cccs1	-0.96	23	-1.1
COc1ccc(-n2nnc3c(SCC(=O)c4ccccc4)ncnc32)cc1	-0.23	21	0.5
Cc1cc(-n2c(C)cc(C(=O)COc3ccc4ccc(=O)oc4c3)c2C)no1	-0.19	·	-0.04
CCC(=O)Nn1cnc2c(c1=O)C1(CCCCC1)Cc1ccccc1-2	0.75	14	1.6
CCOC(=O)C1=C(C)NC2=C(C(=O)C(C(=O)OCC)C(c3ccccc3OC)C2)C1c1ccccn1 (stereo not given)	-1	16	-1.7
O=c1nc(N2CCCC2)nc(Nc2ccccc2)[nH]1	0.48	40	0.17
Cc1ccc(CN2C(=O)C3CCCN3c3ccc(C#N)cc32)cc1 (stereo not given)	-0.47	35	-0.69
COc1ccc(CCNC(=O)COC(=O)/C=C/c2cc(OC)c(OC)c(OC)c2)cc1OC	·	46	·
Cc1ccccc1OCC(=O)NNC(=O)C1CCCCC1C(=O)O (stereo not given)	-0.42	36	-1.7
Cc1ccc(NC(=O)CCC(=O)NNC(=O)NC2CCCCC2)c(C)c1	·	-18	·
Cc1cc(C)cc(N(CC(=O)NCc2ccco2)C(=O)CCC(=O)Nc2nccs2)c1	·	-4	·
O=C(NC(=S)Nc1ccc(CN2CCOCC2)cc1)c1ccccc1[N+](=O)[O-]	0.16	·	-1.6
N#Cc1c(-c2ccccc2)nc(SCc2nc(N)nc(N3CCCCC3)n2)[nH]c1=O	1.9	i	2.3

An excerpt of these results, with two lines to a compound.
Order of results: SDO1 yeast rescue	Insulin prom inh	SDO1 yeast rescue Rescue 24 h
- Cc1cc(C)cc(N(CC(=O)NCc2ccco2)C(=O)CCC(=O)Nc2nccs2)c1
    ·	-4	·
- O=c1nc(N2CCCC2)nc(Nc2ccccc2)[nH]1
    0.48	40	0.17
- N#Cc1c(-c2ccccc2)nc(SCc2nc(N)nc(N3CCCCC3)n2)[nH]c1=O
    1.9	i	2.3
- Cc1ccccc1OCC(=O)NNC(=O)C1CCCCC1C(=O)O (stereo not given)
    -0.42	36	-1.7
- COc1ccc(CCNC(=O)COC(=O)/C=C/c2cc(OC)c(OC)c(OC)c2)cc1OC
    ·	46	·
- Cc1ccc(NC(=O)CCC(=O)NNC(=O)NC2CCCCC2)c(C)c1
    ·	-18	·
